Screens (PubChem BioAssay)
Redox H2O2 prof = compounds producing H2O2 with reducing agent – biochemical, NIH compound library profiling, artefact control for MLSCN library redox annotation, primary screen. DTT-dependent redox cycling H2O2, phenol red/HRP absorbance; 100% = 100 µM peroxide control, 0% = buffer. actives 0.03% (n = 200,000). activation, % at 10 µM;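 active = activation of at least 50% relative to the plate's high and low controls in the primary single-dose screen; inactive = activation below 50%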;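 note: compound incubated with DTT at 0.8 mM final as the reducing agent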
STAT1 act = increases IFN-gamma driven STAT1 reporter signal; NIH 3T3 STAT1-luciferase reporter, luminescence; 100% = IFN-gamma alone, no compound; actives 2.6% (n = 200,000); AID 932; activation (% of control), % at 5.5 µM;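 active = activation above the screen-wide mean activation plus 3 SD, cut at about 130% in these data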;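 note: raw ratio to IFN-gamma control signal so 100% means no change and 0% no light; values of inactives mirror those of a sister screen read the other way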
STAT3 act = activators of IL-6 induced STAT3 signaling; U3A cells, IL-6 STAT3-luciferase reporter, luminescence; 100% = signal with IL-6 EC80 alone; actives 0.91% (n = 190,000); AID 871; activation (% of control), % at 5.6 µM;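 active = activation above the screen-wide mean of compound activation plus 3 SD, cut at about 130% in these data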;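 note: 0% = background luminescence of wells with medium and substrate only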
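Material: human STAT1-deficient U3A cells with stable STAT3-luciferase reporter / Probe or stimulus: IL-6 stimulus at 33 ng/mL final / Schedule: 1 h compound pre-exposure, 6 h IL-6 stimulation, 37 °C / Technique: luminescence / Read-out basis: percent of IL-6-only median luminescence / Control set: IL-6-only high control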
STAT1 blocker = inhibitors of IFN-gamma induced STAT1 signaling | actives 0.35% (n = 200,000) | NIH 3T3 STAT1-luciferase reporter, luminescence | inhibition, % at 5.5 µM;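 active = inhibition above a set limit, the mean inhibition across all tested compounds plus 3 SD, cut at about 34% in these data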;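 note: 0% = IFN-gamma with DMSO and 100% = IFN-gamma with 300 µM nifuroxazide; values of inactives mirror those of a sister screen read the other way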
TLR4-MyD88 BLA = inhibitors of human TLR4-MyD88 binding; O00206+Q99836; inhibition, % at 8.4 µM; AID 861; HeLa CL3-4 TLR4/MyD88 BLA complementation, FRET ratio; actives 0.18% (n = 200,000); in the data active = inhibition above about 25%;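 note: 0% = vehicle and 100% = reference inhibitor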
Target sequence (O00206 whole entry, looked up): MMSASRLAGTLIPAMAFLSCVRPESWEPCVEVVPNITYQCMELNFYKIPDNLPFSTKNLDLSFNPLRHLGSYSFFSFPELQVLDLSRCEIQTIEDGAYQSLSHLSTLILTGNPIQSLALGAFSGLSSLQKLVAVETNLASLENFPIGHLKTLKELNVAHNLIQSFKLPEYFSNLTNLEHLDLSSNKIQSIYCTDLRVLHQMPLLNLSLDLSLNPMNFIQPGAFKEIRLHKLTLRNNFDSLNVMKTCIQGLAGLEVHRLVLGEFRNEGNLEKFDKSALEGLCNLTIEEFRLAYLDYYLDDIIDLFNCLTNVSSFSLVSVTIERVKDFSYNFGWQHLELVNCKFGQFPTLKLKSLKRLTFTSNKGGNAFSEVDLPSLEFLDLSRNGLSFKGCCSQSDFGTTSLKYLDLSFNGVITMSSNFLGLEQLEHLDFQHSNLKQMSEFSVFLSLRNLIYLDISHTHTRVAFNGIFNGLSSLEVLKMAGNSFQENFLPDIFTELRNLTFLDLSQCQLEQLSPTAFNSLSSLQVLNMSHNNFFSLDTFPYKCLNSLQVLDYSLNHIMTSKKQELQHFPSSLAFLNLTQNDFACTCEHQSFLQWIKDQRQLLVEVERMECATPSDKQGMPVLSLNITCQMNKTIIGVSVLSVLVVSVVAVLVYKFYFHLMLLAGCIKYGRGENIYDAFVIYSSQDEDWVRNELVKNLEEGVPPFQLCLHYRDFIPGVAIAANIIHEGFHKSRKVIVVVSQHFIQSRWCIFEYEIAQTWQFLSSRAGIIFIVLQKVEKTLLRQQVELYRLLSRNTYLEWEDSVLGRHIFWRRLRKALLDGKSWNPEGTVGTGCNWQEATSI
Target sequence (Q99836 whole entry, looked up): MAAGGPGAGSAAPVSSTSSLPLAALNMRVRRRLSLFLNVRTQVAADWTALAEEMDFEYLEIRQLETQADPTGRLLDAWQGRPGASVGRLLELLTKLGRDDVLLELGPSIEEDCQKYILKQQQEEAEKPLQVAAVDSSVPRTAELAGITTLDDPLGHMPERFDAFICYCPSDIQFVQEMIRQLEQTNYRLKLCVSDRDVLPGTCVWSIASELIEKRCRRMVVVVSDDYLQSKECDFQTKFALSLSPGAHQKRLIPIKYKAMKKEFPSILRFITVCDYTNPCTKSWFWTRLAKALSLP
Efa HMGR inh = blocks class II HMG-CoA reductase of Enterococcus faecalis; actives 0.41% (n = 190,000); inhibition, % at 10 µM; purified E. faecalis HMGR, NADPH absorbance 340 nm kinetic;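 active = inhibition above a set limit, the median over all tested compounds plus 3 SD, cut at about 9.5% in these data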;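 note: enzyme runs in reverse so mevalonate oxidation gives rising NADPH absorbance; 0% = complete reaction with DMSO and 100% = background rate lacking mevalonate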
APP 5'UTR act = APP 5'UTR luciferase reporter activation; actives 1% (n = 190,000); SH-SY5Y APP 5'UTR luciferase reporter, luminescence; zero percent = DMSO vehicle wells; activation, % at 2 µM;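 active = activation above a set limit, based on mean plus 3 SD of controls, cut at about 140% in these data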; note: values of inactives mirror those of a sister screen read the other way
STAT3 inh = reduces IL-6 driven STAT3 reporter signal; U3A cells, IL-6 STAT3-luciferase reporter, luminescence; host cell line lacks STAT1; actives 0.89% (n = 190,000); inhibition, % at 5.5 µM;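 active = inhibition above the mean inhibition across all screened compounds plus 3 SD, cut at about 44% in these data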;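 note: 0% = DMSO only wells and 100% = 100 µM nifuroxazide control wells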
NF-kB neuron act = raises NF-kB expression in human neuronal cells. AID 1239. NF-kB reporter expression; hits give high values. actives 1.6% (n = 190,000). fold change at 12.5 µM; in the data active = fold change above about 3.3
Hsp70 act = switches on Hsp70 transcription | activation, % at 10 µM | actives 0.04% (n = 200,000) | HeLa Hsp70 promoter luciferase reporter, luminescence; scaled: vehicle 0, proteasome-inhibitor control 100%;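 active = activation above the mean across all tested compounds plus 3 SD, cutoff set per campaign, cut at about 5.5% in these data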;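 note: 100% = MG132 at 30 µM as the positive control and 0% = DMSO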
An asterisk follows results filed as active.

Screening COc1cccc(/C=N/NC(=O)CCc2c(C)n[nH]c2C)c1 returned Redox H2O2 prof 0.2, STAT1 act 100, STAT3 act 101, STAT1 blocker 0, TLR4-MyD88 BLA -1, Efa HMGR inh -4, APP 5'UTR act 6, STAT3 inh 3, NF-kB neuron act 0.97 and Hsp70 act -0.1.
CC(=O)N1CCN(C(=O)c2cccc(S(=O)(=O)Nc3ccc(C)cc3)c2)CC1 was read as Redox H2O2 prof 1.3, STAT1 act 100, STAT3 act 102, STAT1 blocker 0, TLR4-MyD88 BLA -13, Efa HMGR inh 2, APP 5'UTR act -1, STAT3 inh 4, NF-kB neuron act 1.1 and Hsp70 act -0.3.
CC1CCCN(CC(=O)N2c3ccccc3Sc3ccccc32)C1 (configuration not stated) was read as Redox H2O2 prof -0.3, STAT1 act 94, STAT3 act 102, STAT1 blocker 5, TLR4-MyD88 BLA -10, Efa HMGR inh 0, APP 5'UTR act -9, STAT3 inh -1, NF-kB neuron act 0.96 and Hsp70 act -0.2.
Screening CC(C)Nc1nnc(SCC(=O)Nc2ccc3c(c2)C(=O)c2ccccc2C3=O)s1 returned Redox H2O2 prof 0.4, STAT1 act 127, STAT3 act 101, STAT1 blocker -30, TLR4-MyD88 BLA -11, Efa HMGR inh -5, APP 5'UTR act 112, STAT3 inh 1, NF-kB neuron act 0.59 and Hsp70 act -0.3.
`O=C(CC(=O)N/N=C\c1c(Cl)cccc1Cl)NCc1ccccc1` gave Redox H2O2 prof 2.4, STAT1 act 98, STAT3 act 102, STAT1 blocker 2, TLR4-MyD88 BLA 22, Efa HMGR inh -2, APP 5'UTR act 2, STAT3 inh 9, NF-kB neuron act 0.88 and Hsp70 act 0.3.
Screening N/C(Cc1ccc([N+](=O)[O-])cc1)=N\OC(=O)c1ccc([N+](=O)[O-])cc1 returned Redox H2O2 prof 1.1, STAT1 act 104, STAT3 act 104, STAT1 blocker -1, TLR4-MyD88 BLA 0, Efa HMGR inh -2, STAT3 inh -5, NF-kB neuron act 2.1 and Hsp70 act -0.3.
For O=C(CC12CC3CC(CC(C3)C1)C2)Nc1cccc2ncccc12 the results were Redox H2O2 prof 0.1, STAT1 act 108, STAT3 act 101, STAT1 blocker -9, TLR4-MyD88 BLA -4, Efa HMGR inh 2, STAT3 inh 6, NF-kB neuron act 0.82 and Hsp70 act -0.3.
O=P(c1ccccc1)(c1ccccc1)C(O)c1ccncc1 (configuration not stated) was read as Redox H2O2 prof -1.2, STAT1 act 98, STAT3 act 100, STAT1 blocker 2, TLR4-MyD88 BLA -5, Efa HMGR inh 0, APP 5'UTR act -5, STAT3 inh 8, NF-kB neuron act 1 and Hsp70 act -0.3.
For COc1cc2c(C(=O)OCCN(C)C)c(CSc3ccccc3)n(C)c2cc1Br the results were Redox H2O2 prof 0.1, STAT1 act 104, STAT3 act 97, STAT1 blocker -6, TLR4-MyD88 BLA -3, Efa HMGR inh -5, APP 5'UTR act -1, STAT3 inh 7, NF-kB neuron act 1.1 and Hsp70 act -0.4.
COc1ccccc1/C=C/C=N/n1c(COc2ccccc2)n[nH]c1=S was read as Redox H2O2 prof 2.1, STAT1 act 104, STAT3 act 97, STAT1 blocker -5, TLR4-MyD88 BLA 9, Efa HMGR inh -3, APP 5'UTR act -8, STAT3 inh 4, NF-kB neuron act 1.1 and Hsp70 act -0.3.
`O=C(CCCSc1nc2ccccc2[nH]1)NCc1ccccc1Cl` gave Redox H2O2 prof 0.4, STAT1 act 93, STAT3 act 102, STAT1 blocker 8, TLR4-MyD88 BLA 4, Efa HMGR inh -7, APP 5'UTR act 15, STAT3 inh 0, NF-kB neuron act 1 and Hsp70 act -0.4.
Screening COC(=O)c1c(C(=O)OC)c2n(c1C)Cc1ccccc1C2 returned Redox H2O2 prof 0.5, STAT1 act 95, STAT3 act 81, STAT1 blocker 5, TLR4-MyD88 BLA -7, Efa HMGR inh -3, APP 5'UTR act 0, STAT3 inh 27, NF-kB neuron act 1.1 and Hsp70 act -0.3.
Screening CC(C)CCNC(=O)CCn1nc(-c2ccccc2)ccc1=O returned Redox H2O2 prof 0.2, STAT1 act 106, STAT3 act 92, STAT1 blocker -6, TLR4-MyD88 BLA -11, Efa HMGR inh -2, APP 5'UTR act 11, STAT3 inh 16, NF-kB neuron act 1.4 and Hsp70 act 0.4.
`Cn1nc(-c2ccc(N3CCN(CCO)CC3)c([N+](=O)[O-])c2)c2ccccc2c1=O` gave Redox H2O2 prof 0.0, STAT1 act 91, STAT3 act 99, STAT1 blocker 10, TLR4-MyD88 BLA 3, Efa HMGR inh 7, APP 5'UTR act 22, STAT3 inh 7, NF-kB neuron act 1.3 and Hsp70 act -0.4.
Fc1ccc(CCNC(=S)Nc2ccc(F)cc2)cc1 was read as Redox H2O2 prof 0.7, STAT1 act 96, STAT3 act 101, STAT1 blocker 4, TLR4-MyD88 BLA -23, Efa HMGR inh 2, APP 5'UTR act 30, STAT3 inh -6, NF-kB neuron act 1.8 and Hsp70 act -0.3.
C#CCn1cc[n+](CC(=O)N(C)C)c1 was read as Redox H2O2 prof 0.7, STAT1 act 101, STAT3 act 110, STAT1 blocker -1, TLR4-MyD88 BLA -10, Efa HMGR inh -5, APP 5'UTR act 5, STAT3 inh -8, NF-kB neuron act 1 and Hsp70 act -0.1.
`CCN(CC)S(=O)(=O)c1ccc(NC(=O)Cn2c(=O)sc3ccccc32)cc1` gave Redox H2O2 prof 0.8, STAT1 act 88, STAT3 act 105, STAT1 blocker 13, TLR4-MyD88 BLA -6, Efa HMGR inh -2, APP 5'UTR act 3, STAT3 inh -3, NF-kB neuron act 0.71 and Hsp70 act -0.3.
For CNc1ccc(/C=C(\CCC(=O)O)c2nc3ccccc3s2)cc1[N+](=O)[O-] the results were Redox H2O2 prof 0.1, STAT1 act 110, STAT3 act 106, STAT1 blocker -11, TLR4-MyD88 BLA -5, Efa HMGR inh -2, APP 5'UTR act 12, STAT3 inh 2, NF-kB neuron act 0.79 and Hsp70 act 0.0.
`CC(C)CNC(=O)CSc1nnc(-c2ccc(Cl)cc2)n1N` gave Redox H2O2 prof -1.3, STAT1 act 96, STAT3 act 101, STAT1 blocker 3, TLR4-MyD88 BLA -15, Efa HMGR inh -2, APP 5'UTR act -14, STAT3 inh 1, NF-kB neuron act 1.5 and Hsp70 act -0.1.
`COc1ccc(CN2CC34C=CC(O3)C(C(=O)O)C4C2=O)cc1` (configuration not stated) gave Redox H2O2 prof -0.2, STAT1 act 94, STAT3 act 98, STAT1 blocker 6, TLR4-MyD88 BLA -3, Efa HMGR inh -4, APP 5'UTR act -10, STAT3 inh 7, NF-kB neuron act 1.1 and Hsp70 act -0.2.

Next part, overlapping the part above by 3 compounds.
For CNc1ccc(/C=C(\CCC(=O)O)c2nc3ccccc3s2)cc1[N+](=O)[O-] the results were Redox H2O2 prof 0.1, STAT1 act 110, STAT3 act 106, STAT1 blocker -11, TLR4-MyD88 BLA -5, Efa HMGR inh -2, APP 5'UTR act 12, STAT3 inh 2, NF-kB neuron act 0.79 and Hsp70 act 0.0.
`CC(C)CNC(=O)CSc1nnc(-c2ccc(Cl)cc2)n1N` gave Redox H2O2 prof -1.3, STAT1 act 96, STAT3 act 101, STAT1 blocker 3, TLR4-MyD88 BLA -15, Efa HMGR inh -2, APP 5'UTR act -14, STAT3 inh 1, NF-kB neuron act 1.5 and Hsp70 act -0.1.
`COc1ccc(CN2CC34C=CC(O3)C(C(=O)O)C4C2=O)cc1` (configuration not stated) gave Redox H2O2 prof -0.2, STAT1 act 94, STAT3 act 98, STAT1 blocker 6, TLR4-MyD88 BLA -3, Efa HMGR inh -4, APP 5'UTR act -10, STAT3 inh 7, NF-kB neuron act 1.1 and Hsp70 act -0.2.
For CCCc1cc(=O)[nH]c(SCC(=O)N(CC(C)C)C2CCS(=O)(=O)C2)n1 (configuration not stated) the results were Redox H2O2 prof -0.1, STAT1 act 104, STAT3 act 101, STAT1 blocker -4, TLR4-MyD88 BLA -5, Efa HMGR inh -5, APP 5'UTR act 0, STAT3 inh 4, NF-kB neuron act 1 and Hsp70 act -0.1.
Cc1ccc(-n2c(CNc3ccc(F)cc3)nnc2SCC(=O)N2CCCC2)cc1 was read as Redox H2O2 prof 1.6, STAT1 act 96, STAT3 act 97, STAT1 blocker 4, TLR4-MyD88 BLA 3, Efa HMGR inh -10, APP 5'UTR act -9, STAT3 inh 8, NF-kB neuron act 1.5 and Hsp70 act 0.1.
For OCCNc1nc(Nc2ccccc2)nc(Nc2ccccc2)n1 the results were Redox H2O2 prof -0.5, STAT1 act 101, STAT3 act 95, STAT1 blocker -1, TLR4-MyD88 BLA 4, Efa HMGR inh -8, APP 5'UTR act 3, STAT3 inh 10, NF-kB neuron act 0.96 and Hsp70 act -0.1.
For O=C1CC(c2ccc3c(c2)OCO3)Sc2nc3ccccc3n21 (configuration not stated) the results were Redox H2O2 prof 1.8, STAT1 act 120, STAT3 act 57, STAT1 blocker -22, TLR4-MyD88 BLA 10, Efa HMGR inh 1, APP 5'UTR act 130, STAT3 inh 52*, NF-kB neuron act 0.63 and Hsp70 act -0.3.
O=C(O)C1CCCCC1C(=O)NCCc1cccc(Cl)c1 (configuration not stated) was read as Redox H2O2 prof 0.2, STAT1 act 96, STAT3 act 98, STAT1 blocker 4, TLR4-MyD88 BLA 3, Efa HMGR inh -3, APP 5'UTR act -3, STAT3 inh 4, NF-kB neuron act 1 and Hsp70 act 0.0.
Screening CCOC(=O)c1ccc(S(=O)(=O)NC2CCCCCCC2)n1C returned Redox H2O2 prof 0.2, STAT1 act 99, STAT3 act 94, STAT1 blocker 3, TLR4-MyD88 BLA -7, Efa HMGR inh 1, APP 5'UTR act 2, STAT3 inh 9, NF-kB neuron act 1.1 and Hsp70 act 0.1.
For Cc1cc(NC(=O)CSc2nnc(Cn3c(=O)sc4ccccc43)n2-c2ccccc2C)no1 the results were Redox H2O2 prof -0.3, STAT1 act 100, STAT3 act 106, STAT1 blocker 1, TLR4-MyD88 BLA 3, Efa HMGR inh -3, APP 5'UTR act 2, STAT3 inh -7, NF-kB neuron act 0.87 and Hsp70 act 0.1.
OC(COc1ccc(OCC(O)CN2CCCCCC2)cc1)CN1CCCCCC1 (configuration not stated) was read as Redox H2O2 prof -0.4, STAT1 act 99, STAT3 act 97, STAT1 blocker 1, TLR4-MyD88 BLA 5, Efa HMGR inh -2, APP 5'UTR act 5, STAT3 inh 6, NF-kB neuron act 1 and Hsp70 act -0.2.
Screening CCOC(=O)c1ccccc1NC(=S)N1CCC(C)CC1 returned Redox H2O2 prof 0.7, STAT1 act 94, STAT3 act 104, STAT1 blocker 7, TLR4-MyD88 BLA -4, Efa HMGR inh 1, APP 5'UTR act 0, STAT3 inh -7, NF-kB neuron act 1.4 and Hsp70 act -0.4.
